Bioassay records as filed in PubChem.
Cav3 T inh: Cav3.2 calcium influx blockers – cell-based, Fluo-4 calcium fluorescence, FDSS, MLSMR library, primary screen; 100,000 compounds, 4% hits; Voltage-dependent T-type calcium channel subunit alpha-1H (Homo sapiens), O95180; Cav3.2-expressing cells; active compounds read low; B-score at 10 µM; AID 449739, 2010;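 active means single-dose well whose peak fluorescence ratio is a statistical outlier from its plate by either plate-standardised score or position-corrected B-score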
Target sequence (O95180 whole entry, looked up): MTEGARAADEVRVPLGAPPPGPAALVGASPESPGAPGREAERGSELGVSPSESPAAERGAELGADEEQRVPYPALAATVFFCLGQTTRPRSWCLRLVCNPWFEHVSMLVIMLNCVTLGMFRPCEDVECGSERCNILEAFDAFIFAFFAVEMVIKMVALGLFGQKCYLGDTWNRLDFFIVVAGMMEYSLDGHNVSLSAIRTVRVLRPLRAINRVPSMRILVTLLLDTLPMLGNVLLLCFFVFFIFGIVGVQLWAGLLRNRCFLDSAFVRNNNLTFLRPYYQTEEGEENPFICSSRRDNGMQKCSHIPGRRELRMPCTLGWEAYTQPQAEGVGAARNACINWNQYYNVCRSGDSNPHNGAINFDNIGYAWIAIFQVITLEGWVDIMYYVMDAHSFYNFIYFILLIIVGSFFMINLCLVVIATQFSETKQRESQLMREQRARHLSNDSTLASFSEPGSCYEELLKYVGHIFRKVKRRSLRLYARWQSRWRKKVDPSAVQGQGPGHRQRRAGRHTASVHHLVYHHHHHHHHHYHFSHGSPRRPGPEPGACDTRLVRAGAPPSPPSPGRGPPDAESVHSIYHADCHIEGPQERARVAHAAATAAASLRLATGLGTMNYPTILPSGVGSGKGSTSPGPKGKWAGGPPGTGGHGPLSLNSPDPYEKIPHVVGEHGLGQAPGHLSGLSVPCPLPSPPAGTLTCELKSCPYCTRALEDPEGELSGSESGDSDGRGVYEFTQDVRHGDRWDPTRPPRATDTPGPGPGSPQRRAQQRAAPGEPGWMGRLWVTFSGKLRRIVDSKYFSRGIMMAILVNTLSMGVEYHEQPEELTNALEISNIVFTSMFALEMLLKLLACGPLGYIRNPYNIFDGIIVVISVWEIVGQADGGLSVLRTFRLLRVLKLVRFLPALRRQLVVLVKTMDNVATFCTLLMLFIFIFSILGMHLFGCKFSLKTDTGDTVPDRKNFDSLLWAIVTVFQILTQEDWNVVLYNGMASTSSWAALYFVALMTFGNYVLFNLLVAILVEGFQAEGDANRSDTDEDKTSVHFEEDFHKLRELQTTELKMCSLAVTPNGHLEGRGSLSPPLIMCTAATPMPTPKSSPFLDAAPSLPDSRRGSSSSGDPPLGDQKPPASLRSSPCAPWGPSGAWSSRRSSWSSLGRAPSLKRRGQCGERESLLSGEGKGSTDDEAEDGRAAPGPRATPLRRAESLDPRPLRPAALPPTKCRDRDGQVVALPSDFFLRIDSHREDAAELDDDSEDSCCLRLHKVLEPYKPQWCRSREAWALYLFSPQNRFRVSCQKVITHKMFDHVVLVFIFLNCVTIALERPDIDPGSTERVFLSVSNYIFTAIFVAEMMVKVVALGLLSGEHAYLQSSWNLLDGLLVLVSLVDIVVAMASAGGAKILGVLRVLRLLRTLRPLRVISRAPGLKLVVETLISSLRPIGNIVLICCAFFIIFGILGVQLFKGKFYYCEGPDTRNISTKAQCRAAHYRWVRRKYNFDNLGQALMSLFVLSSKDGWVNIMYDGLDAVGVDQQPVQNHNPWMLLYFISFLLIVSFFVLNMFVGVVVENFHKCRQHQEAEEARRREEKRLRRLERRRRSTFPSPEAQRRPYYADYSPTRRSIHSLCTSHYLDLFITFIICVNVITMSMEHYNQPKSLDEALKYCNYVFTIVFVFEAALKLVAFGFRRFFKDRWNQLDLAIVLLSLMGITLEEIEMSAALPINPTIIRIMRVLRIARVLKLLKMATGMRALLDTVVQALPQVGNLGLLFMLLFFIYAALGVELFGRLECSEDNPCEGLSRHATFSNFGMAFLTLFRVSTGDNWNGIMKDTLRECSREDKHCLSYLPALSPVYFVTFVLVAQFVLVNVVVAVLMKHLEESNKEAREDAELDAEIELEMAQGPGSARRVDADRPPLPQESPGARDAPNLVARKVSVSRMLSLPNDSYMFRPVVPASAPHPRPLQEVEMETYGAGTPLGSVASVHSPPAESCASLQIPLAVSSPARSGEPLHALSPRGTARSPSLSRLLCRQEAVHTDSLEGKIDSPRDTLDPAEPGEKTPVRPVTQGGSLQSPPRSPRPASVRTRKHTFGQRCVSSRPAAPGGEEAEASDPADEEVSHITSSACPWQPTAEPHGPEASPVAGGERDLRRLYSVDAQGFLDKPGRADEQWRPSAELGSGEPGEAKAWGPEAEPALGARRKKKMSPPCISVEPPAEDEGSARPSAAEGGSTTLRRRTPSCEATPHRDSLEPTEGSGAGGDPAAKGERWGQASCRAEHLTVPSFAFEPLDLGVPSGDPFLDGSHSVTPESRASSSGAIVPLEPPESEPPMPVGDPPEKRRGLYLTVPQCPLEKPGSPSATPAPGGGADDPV
Active calls of the source: *. Not all compounds are listed, so the mix of outcomes need not match the whole.

The first 18 compounds as a preview:
SMILES	Cav3 T inh
COC(=O)c1ccccc1NC1c2ccccc2C(=O)N1c1cccnc1 (stereo not given)	0.0555
COc1cccc(NC(=O)c2ccc3c(c2)N(CC(=O)N2CCCCC2)C(=O)C(C)(C)O3)c1	1.59
Cn1c(=O)c2c(nc(NCc3ccc4c(c3)OCO4)n2Cc2ccccc2F)n(C)c1=O	-0.867
Cc1cc(OCC(=O)NCCN2CCOCC2)cc(C)c1Br	-0.181
COc1cc(CNCc2ccccn2)ccc1OCc1cccc(Cl)c1	-0.558
COc1ccc(CN2CCOCC2)cc1OC	0.015
C/C(=N/Nc1nc(-c2ccc(Cl)cc2)cs1)c1cccs1	-1.12
COc1ccccc1N(C(C)=O)C1SC(=O)N(c2ccccc2)C1=O (stereo not given)	1.21
CCC(C)N(C(=O)COC(=O)c1cn(CC)c2nc(C)ccc2c1=O)C1CCS(=O)(=O)C1 (stereo not given)	0.0242
Cc1ccc(C(=O)NCc2ccco2)cc1S(=O)(=O)Nc1cccc(Cl)c1	-5.96*
C/C=C1\COC(C(=O)NCc2ccncc2)(C(F)(F)F)C=C1C=C1CCCCC1 (stereo not given)	-2.58
O=C1CN(c2nc3ccccc3n3cnnc23)CC(=O)N1CCc1ccccc1	-0.435
CCOC(=O)N1CCN(S(=O)(=O)c2ccc(OC)c(Cl)c2)CC1	-0.233
CC(C)(c1ccccc1)c1ccc(OCCCNCCO)cc1	0.759
CN1C(=S)SC(N(O)C(=O)NC2CCCCC2)C1(C)C (stereo not given)	-0.00398
CC(C)NC(=O)c1onc(CSc2cccc3ccccc23)c1C(=O)O	-0.675
CCC(C)C(NC(=O)OC(C)(C)C)C(=O)NC(Cc1ccccc1)C(=O)OC (stereo not given)	-0.83
CC(C)CC(=O)N1CCN(C(=O)CCC2CCCC2)CC1	-0.778

The listing (from the top)
SMILES	Cav3 T inh
COC(=O)c1ccccc1NC1c2ccccc2C(=O)N1c1cccnc1 (stereo not given)	0.0555
COc1cccc(NC(=O)c2ccc3c(c2)N(CC(=O)N2CCCCC2)C(=O)C(C)(C)O3)c1	1.59
Cn1c(=O)c2c(nc(NCc3ccc4c(c3)OCO4)n2Cc2ccccc2F)n(C)c1=O	-0.867
Cc1cc(OCC(=O)NCCN2CCOCC2)cc(C)c1Br	-0.181
COc1cc(CNCc2ccccn2)ccc1OCc1cccc(Cl)c1	-0.558
COc1ccc(CN2CCOCC2)cc1OC	0.015
C/C(=N/Nc1nc(-c2ccc(Cl)cc2)cs1)c1cccs1	-1.12
COc1ccccc1N(C(C)=O)C1SC(=O)N(c2ccccc2)C1=O (stereo not given)	1.21
CCC(C)N(C(=O)COC(=O)c1cn(CC)c2nc(C)ccc2c1=O)C1CCS(=O)(=O)C1 (stereo not given)	0.0242
Cc1ccc(C(=O)NCc2ccco2)cc1S(=O)(=O)Nc1cccc(Cl)c1	-5.96*
C/C=C1\COC(C(=O)NCc2ccncc2)(C(F)(F)F)C=C1C=C1CCCCC1 (stereo not given)	-2.58
O=C1CN(c2nc3ccccc3n3cnnc23)CC(=O)N1CCc1ccccc1	-0.435
CCOC(=O)N1CCN(S(=O)(=O)c2ccc(OC)c(Cl)c2)CC1	-0.233
CC(C)(c1ccccc1)c1ccc(OCCCNCCO)cc1	0.759
CN1C(=S)SC(N(O)C(=O)NC2CCCCC2)C1(C)C (stereo not given)	-0.00398
CC(C)NC(=O)c1onc(CSc2cccc3ccccc23)c1C(=O)O	-0.675
CCC(C)C(NC(=O)OC(C)(C)C)C(=O)NC(Cc1ccccc1)C(=O)OC (stereo not given)	-0.83
CC(C)CC(=O)N1CCN(C(=O)CCC2CCCC2)CC1	-0.778
CN(C)CCNc1nc2c(c(=O)[nH]c(=O)n2C)n1CCCc1ccccc1	0.736
C=CCn1c(Cc2cccs2)nnc1SCC(=O)c1cccc(Br)c1	-3.63
NS(=O)(=O)c1ccc(CCNC(=O)CSc2ccccc2)cc1	0.972
COc1cc(S(=O)(=O)NC2CCCCC2C)ccc1Cl (stereo not given)	-3
COc1ccc(Nc2nc(C)cc(=O)[nH]2)c(OC)c1	0.291
CN(Cc1nc2ccccc2n1C)S(=O)(=O)c1ccc(F)cc1	0.676
Cc1cc(NC(=O)CSc2nc(-c3ccco3)cc(C(F)(F)F)n2)n(-c2ccccc2)n1	-2.15
CCOC(=O)/C=C1\Nc2ccccc2SC1=O	0.637
COn1c(SCc2ccccc2)nc2ccccc2c1=O	-2.41
CC1(C)OC(=O)C(=CNc2ncccn2)C(=O)O1	0.119
CC(=O)N1CCc2cc(C(=O)CN3CCN(c4ccccc4F)CC3)ccc21	-0.103
CCOc1cc(C2NC(=O)NC(C)=C2C(=O)OC(C)CC)cc(Br)c1O (stereo not given)	-0.197
O=C(CCn1c(=S)[nH]c2ccccc2c1=O)N1CCOCC1	-0.894
CCOC(=O)c1sc(NC(=S)NC(=O)c2cccc(Cl)c2)c(C(=O)OCC)c1C	0.291
Cc1c(C2Nc3ccccc3NC3=C2C(=O)CC(C)(C)C3)cnn1C (stereo not given)	0.223
O=c1[nH]c(=O)n(CCc2ccc(F)cc2)c(O)c1C=NCc1ccc2c(c1)OCO2	-0.0169
Cc1ccc2[nH]c3c(NCCCN4CCCC4=O)ncnc3c2c1	1.58
O=C(CS(=O)c1cccc(C(F)(F)F)c1)Nc1ccccc1Cl (stereo not given)	0.376
Fc1ccc(-c2noc(C3CCN(Cc4cccnc4)CC3)n2)cc1	0.924
O=C(Nc1ccc(Cl)cc1)c1ccc(-n2cncn2)c([N+](=O)[O-])c1	0.201
CCN1CCN(CCCNC(=O)C2CCCN(c3nnc(-n4cccc4)s3)C2)CC1 (stereo not given)	-0.0851
CCc1ccc(NC(=O)c2ccc3c(c2)C(=O)N(CCOC)C3Nc2ccc(CC)cc2)cc1 (stereo not given)	-2.53
CN(CCNC(=O)Cn1c(=O)sc2ccccc21)Cc1ccccc1	1.81
CCOc1ccc(N(Cc2cc3ccc(C)cc3[nH]c2=O)S(C)(=O)=O)cc1	-0.649
O=C(Cn1ncc2c(=O)oc3ccccc3c21)N1CCCc2ccccc21	1.93
CC(C)C(C(=O)Nc1ccc2c(c1)OCCO2)N1C(=O)c2ccccc2C1=O (stereo not given)	-2.57
COc1cc(-c2cc(N)n(S(=O)(=O)c3ccccc3)n2)cc(OC)c1OC	-0.371
CCOc1cc2[nH]c(=O)n(CCCN3CCCC3=O)c(=O)c2cc1OCC	-0.218
COc1cc(C(=O)N/N=C/c2ccsc2C)cc(OC)c1OC	-0.367
COc1cc2ccccc2c2c1CCCC2=O	-0.871
CCCCNC(=O)Cn1cnc2c(cnn2-c2ccc(C)c(C)c2)c1=O	-0.0539
c1ccc(C2Nc3ccccc3Oc3ccccc32)cc1 (stereo not given)	-1.15

(list continues)
SMILES	Cav3 T inh
Cc1ccc(S(=O)(=O)CCC(=O)Nc2ccc3c(c2)OCO3)cc1	-0.52
Cc1c(/C(O)=C2/C(=O)C(=O)N(Cc3cccnc3)C2c2cccs2)cnn1-c1ccccc1 (stereo not given)	0.279
O=C(O)CCNc1cc2ccccc2cc1C(=O)O	0.817
CCOC(=O)Cn1c2ccccc2c2nc3ccccc3nc21	-1.49
O=C(Nc1cc(C(F)(F)F)ccc1N1CCOCC1)c1cncc(Br)c1	-1.39
COC(=O)c1ccccc1NC(=O)CSc1nnc(COc2cccc(OC)c2)n1C	-0.716
COC(=O)c1cccc(NC(=O)CSc2nc(C)cc(=O)[nH]2)c1	0.842
CCCC1C(C#N)=C(N)Oc2cc(C)n(C)c(=O)c21 (stereo not given)	-0.504
Cc1ccccc1N1C(=O)c2ccccc2NC1c1ccncc1 (stereo not given)	0.125
CCOC(=O)c1ccc(Oc2nc(NC)nc(OC)n2)cc1	1.06
COc1cccc(/C=N/NC(=O)CSc2nnc(C)n2-c2ccccc2)c1OC	0.89
COC(=O)C1=C(CCc2ccccc2)NC(=O)NC1c1ccc(Cl)cc1 (stereo not given)	-1.13
CC(C)N(C1=N/C(=C\c2ccco2)C(=O)N1c1ccccc1)C(C)C	1.01
CCn1c(CNC(=O)c2ccco2)nnc1SCC(=O)Nc1ccc(Br)cc1F	-0.245
CCOC(=O)N1CCN(C(=O)c2ccc3c(=O)n(CC4CCCO4)c(=S)[nH]c3c2)CC1 (stereo not given)	1.32
O=C(CN1CCCCC1)Nc1cccc2c1OCO2	-0.0739
Cc1ccc(-c2noc(CCC(=O)NCc3ccc4c(c3)OCO4)n2)cc1	-0.447
Cc1cccn2c(=O)c3cc(C(=O)NCC4CCCO4)c(=N)n(CCN4CCOCC4)c3nc12 (stereo not given)	0.305
COC(=O)c1c(C)oc2ccc(N(C(=O)c3ccncc3)S(=O)(=O)c3ccccc3)cc12	-4.05*
COc1ccc(CNC(=O)COC(=O)C2=COCCO2)cc1	1.35
C=CCn1c(COc2ccc(CC)cc2)nnc1SCC(=O)NC1CCS(=O)(=O)C1 (stereo not given)	0.694
CCOC(=O)CN1CC23C=CC(O2)C(C(=O)NC2CCCCCC2)C3C1=O (stereo not given)	0.34
CCN(CC)CCC(=O)NC(C)(C)Cc1ccc(O)cc1	0.569
Cc1nc(Cc2nnc(SCc3nc(N)nc(Nc4ccccc4C)n3)o2)cs1	0.273
CC(=O)c1c(C(C)=O)c(C)n(NC(=O)c2ccccc2O)c1C	0.54
Cc1ccc(C(c2nnnn2CCC(C)C)N2CCN(C)CC2)cc1 (stereo not given)	-0.0361
Cc1nc2c(C(=O)NCCC3=CCCCC3)c[nH]n2c(=O)c1Cl	-4.3
Cc1nnc2n(-c3ccccc3)c(=O)c3c4c(sc3n12)CC(C)CC4 (stereo not given)	1.24
C=CCNc1nc(NC(C)(C)CO)nc(OCC)n1	0.524
O=C(CNCc1ccco1)Nc1ccccc1-n1cccc1	0.0214
Cc1cc(C)n(-c2nc3ccccc3c3nc(C)nn23)n1	-0.0347
CCCn1nnc2sc3c(c2c1=O)CCC(C)C3 (stereo not given)	0.028
COc1ccc(C(=O)SC2=NCCS2)cc1	0.0441
CN1CCc2nc(SCC(=O)Nc3ccc(F)cc3)c(C#N)cc2C1	0.342
COC(=O)c1ccc(NC(=O)C(=O)N2CCCC2)cc1	-0.304
O=C(Cc1cccc2ccccc12)N1CCCc2ccccc21	-4.49*
COc1ccc(N2CCN(Cc3nc(N)nc(Nc4ccc(C)c(Cl)c4)n3)CC2)cc1	-5.2*
COc1ccc(S(=O)(=O)N2CCN(C)CC2)c2ccccc12	0.136
CCOC(=O)C(C(=O)OCC)C(Nc1ccc(Br)cc1)c1ccccc1 (stereo not given)	-0.206
Cc1cc(C2N=C(N)Nc3nc4ccccc4n32)c(C)n1-c1ccccc1Cl (stereo not given)	-2.88
COc1c2c(nc3occc13)C(CCC(C)(C)O)(OC)C(O)CC2 (stereo not given)	-1.03
Cc1cc(C)n(-c2nc3ccccc3nc2N2CCCCCC2)n1	-2.08
O=C(Nc1ccc2oc(-c3ccccc3F)nc2c1)c1cncc(Br)c1	-0.00192
Cc1ccc(S(=O)(=O)Nc2nc3ccccc3s2)cc1	-2.33
CCCCCNC(=O)c1ccc2c(=O)n(CCOC)c(=O)[nH]c2c1	0.477
COc1ccc(-c2onc3ccc(Cl)cc23)cc1	0.136
COc1ccc(N2CCN(C(=O)CSc3nnc4nc(C)cc(C)n34)CC2)cc1	0.00195
Cc1cccc(NC(=O)c2sccc2-n2cccc2)c1C	-2.58
c1nnc2c3c4c(sc3ncn12)CCCC4	-0.113
Cc1nn2c3cc(N4CCOCC4)ccc3nc2c2ccccc12	0.00354

The list goes on:
SMILES	Cav3 T inh
Cc1ccc(-c2nc(SCC(=O)NCC3CCCO3)c(-c3ccccc3)[nH]2)cc1 (stereo not given)	0.515
C[C@@H]1NC(=O)c2cc([N+](=O)[O-])cc(F)c2NCCC[C@@H](C(N)=O)NC(=O)[C@H](CC(N)=O)NC1=O	0.0125
COc1ccccc1C1C(C(=O)c2sc(C)nc2C)=C(O)C(=O)N1CCN1CCOCC1 (stereo not given)	0.0948
O=C(CSc1nc2ccccc2[nH]1)NC1CCS(=O)(=O)C1 (stereo not given)	0.481
COC(=O)c1ccc(NC(=O)CSc2nnc(COc3c(C)cccc3C)o2)cc1	-0.461
CCCCOc1ccc(Cl)cc1CSc1n[nH]c(C)n1	-3.49
COc1ccc(NC(=O)CN2CCN(S(=O)(=O)c3ccc(C(C)C)cc3)CC2)cc1OC	-0.912
CC(C)(CO)NC(=O)C(c1ccccc1)c1ccccc1	0.341
c1ccc(Cn2ncc3c(N4CCCCC4)ncnc32)cc1	-0.0317
O=C(Nc1ccccc1C(F)(F)F)c1cc(S(=O)(=O)N2CCC3(CC2)OCCO3)ccc1F	0.0261
CCCCc1cc(=O)oc2cc(C)cc(O)c12	-2.11
O=C(c1ccc(COc2ccccc2Cl)o1)N1CCN(Cc2ccc3c(c2)OCO3)CC1	-4.95*
Clc1ccc(CSc2nccn2Cc2ccccc2)cc1	-5.05*
CC(=O)c1cccc(-n2nnnc2SCC(=O)Nc2cccc(NC(=O)c3ccco3)c2)c1	-0.562
COc1ccc(NCc2nnc(SCC#N)n2-c2ccccc2OC)cc1	-1.23
O=C(Nc1ccc2c(c1)OCO2)C(c1ccccc1)N1CCN(C(=O)c2ccco2)CC1 (stereo not given)	-0.162
Cc1ccccc1N(C(=O)Cn1nnc(-c2cccs2)n1)C(C(=O)NCCC(C)C)c1ccco1 (stereo not given)	-3.54*
CCO[C@H]1OC(C(=O)NCc2ccccc2)=C[C@@H](c2ccc3c(c2)OCO3)[C@@H]1CCCO	0.358
O=c1cccc2n1Cc1cc3ccccc3nc1-2	1.58
Clc1ccc(C(c2ccccc2)N2CCNCC2)cc1 (stereo not given)	-0.158
CCOc1cc(CNC2CCCC2)cc(Cl)c1OCc1ccccc1	-3.31
COC(=O)c1ccc(CSc2nc3c(c(=O)n2-c2ccccc2)SCC3)o1	-1.26
Cc1nc(SCC(=O)NCCc2ccc(Cl)cc2)nc(C)c1C	0.0277
Cc1nn(-c2ccccc2)c2sc(-c3n[nH]c(=S)o3)cc12	0.172
COc1ccc(C2N(c3ccc(OC)cc3)C(=O)C3CCCN32)cc1 (stereo not given)	-0.842
O=C(CCl)NCc1c(Cl)cccc1-n1cccc1	-0.00986
COc1ccc(OC)c(C2=Nn3c(nnc3C3CCCCC3)SC2)c1	-3.93
CCOC(=O)N1CCN(S(=O)(=O)c2cccc3ccc(C)nc23)CC1	0.315
COc1cccc(-c2cc(C(=O)Nc3cc(OC)c(OC)c(OC)c3)no2)c1	-2.53
